Screening results (PubChem)
GALK inh – inhibits human galactokinase. 44,000 tested, under 10 active. Potency, µM (highest dose often 57.5 µM), for inactives: at the top dose activity, negative = inhibition, actives largely listed as inhibitors. AID 1347072. recombinant GALK, Kinase-Glo ATP luminescence, 1 h. P51570;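 further: plate controls were full GALK reaction for no effect and reaction lacking GALK for full effect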
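Compounds were pinned into ATP buffer, then GALK-galactose mix was added (final 5 nM enzyme, 35 uM ATP, 100 uM galactose, pH 8.0). After 1 h at room temperature, Kinase-Glo Plus was added and luminescence read.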
NTMT1 inhibitor – NTMT1 methyltransferase inhibition. NTMT1 MTase-Glo SAH luminescence, purified enzyme. Potency, µM (top dose mostly 114 µM), for the others: top-dose activity change, negative = inhibition, actives largely listed as inhibitors. 59,000 tested, 2.5% active. AID 1645870;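 further: potency means the concentration at half of the fitted maximal effect; plate controls were DMSO vehicle for no effect and no enzyme for full effect; nearly all actives have a fitted effect of over 65% in size; many of its hits are not listed in these tables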
B2AR arrestin ag – beta-arrestin recruitment by human beta2-adrenergic receptor ligands | P07550 | HTLA Tango cells, beta-arrestin recruitment, luciferase luminescence, 18 h | Potency, µM (series often up to 46.1 µM), for the others: at the top dose activation, most hits filed as activators | 44,000 tested, under 10 active | AID 1347077;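 further: potency means the concentration at half of the fitted maximal effect; 0% = DMSO and full agonism = EC100 isoproterenol or metaproterenol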
Target sequence (P07550 whole entry, looked up): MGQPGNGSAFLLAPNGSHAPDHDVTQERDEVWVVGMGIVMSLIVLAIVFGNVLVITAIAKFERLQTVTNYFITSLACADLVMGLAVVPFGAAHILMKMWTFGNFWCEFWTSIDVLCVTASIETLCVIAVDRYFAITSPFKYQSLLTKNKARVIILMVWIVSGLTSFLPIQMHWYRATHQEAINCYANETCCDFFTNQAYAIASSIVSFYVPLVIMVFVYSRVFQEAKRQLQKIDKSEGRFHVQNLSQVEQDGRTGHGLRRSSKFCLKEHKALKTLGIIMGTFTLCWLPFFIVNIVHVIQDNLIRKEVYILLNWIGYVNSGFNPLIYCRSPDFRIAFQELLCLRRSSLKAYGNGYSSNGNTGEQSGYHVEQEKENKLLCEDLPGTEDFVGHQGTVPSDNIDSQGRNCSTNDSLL
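Tango cells (recombinant beta2-AR, beta-arrestin, tTA-driven luciferase), 1500/well in DMEM 1% FBS, treated 18 h at 37 °C with compounds up to 46 µM; luciferin mix added, luminescence read after 15 min; %activity curves fitted and curve-classed.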
FH mod – Identification of activators of human fumarate hydratase by quantitative high-throughput screening; FH coupled MDH/diaphorase resazurin fluorescence, 15 min; Potency, µM (top dose mostly 79.9 µM), for inactives: at the top dose activity change, negative = inhibition, most hits filed as inhibitors; 54,000 tested, 0.22% active; AID 1347055, 2019; further: potency means the concentration at half of the fitted maximal effect; on the % scale 0 is the no-effect control and ±100 the full control effect; the screen sought activators but most active calls are inhibition curves; nearly all actives have a fitted effect of over 45% in size
Target sequence (P07954 whole entry, looked up): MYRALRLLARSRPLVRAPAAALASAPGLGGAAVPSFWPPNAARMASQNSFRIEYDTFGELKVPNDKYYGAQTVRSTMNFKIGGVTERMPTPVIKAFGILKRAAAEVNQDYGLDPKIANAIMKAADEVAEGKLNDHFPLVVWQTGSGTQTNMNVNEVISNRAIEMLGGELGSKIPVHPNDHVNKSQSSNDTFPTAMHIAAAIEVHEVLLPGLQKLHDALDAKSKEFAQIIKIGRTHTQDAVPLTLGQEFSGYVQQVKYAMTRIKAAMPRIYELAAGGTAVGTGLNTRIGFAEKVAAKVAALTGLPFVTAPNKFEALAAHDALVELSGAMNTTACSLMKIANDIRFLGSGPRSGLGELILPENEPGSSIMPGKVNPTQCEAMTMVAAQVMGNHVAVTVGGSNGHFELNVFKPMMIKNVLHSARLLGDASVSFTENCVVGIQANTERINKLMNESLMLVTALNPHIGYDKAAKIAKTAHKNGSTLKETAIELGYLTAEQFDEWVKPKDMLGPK
p53null 32C kill – p53 null cell cytotoxicity, permissive temperature; H1299-neo p53 null cells, ATP luminescence, 24 h, 32C; Potency, µM (titrated, usually from 46.1 µM), for inactives: at the top dose activity change, negative = cytotoxicity, hits mostly cytotoxic; 55,000 tested, 0.62% active;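 further: potency means the concentration at half of the fitted maximal effect; 0% = DMSO only and -100% = full killing by 100 µM tamoxifen; nearly all actives have a fitted effect of over 55% in size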
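H1299-neo, 600 cells/well; overnight 37C; cpd up to 46 uM, 24 h at 32C; ATPlite luminescence after 20 min RT; normalized to DMSO (0%) and tamoxifen 100 uM (100% kill); Hill-fit AC50.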
TSG101-PTAP inh – blocks PTAP binding to human TSG101, validation. Fluorescence polarization, FITC-PTAP peptide/Tsg101, 20 min. Q99816. AID 1347069. Potency, µM (highest dose often 115 µM), for the others: top-dose activity change, negative = inhibition, actives largely listed as inhibitors. 44,000 tested, under 10 active; further: potency means the concentration at half of the fitted maximal effect; 0% is about no effect
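Fluorescence polarization: Tsg101 binding domain (10 uM final) in 10 mM HEPES pH 7.5, 0.15 M NaCl, 0.01% Tween 20, 3 mM EDTA, 0.1 mM TCEP; compounds pinned; FITC-PTAP peptide 50 nM final; 20 min, r.t.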
p53null 39C kill – selectivity test: cytotoxicity in p53 null cells, nonpermissive temperature; H1299 p53-null (neo) cells, 39C, ATPlite viability, 24 h; Potency, µM (top dose mostly 46.1 µM), without a hit: at the highest dose activity, negative = cell killing, hits mostly cytotoxic; 55,000 tested, 0.97% active;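 further: potency means the concentration at half of the fitted maximal effect; 0% = DMSO only and -100% = full killing by 100 µM tamoxifen; nearly all actives have a fitted effect of over 50% in size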
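Cells seeded at 600/well, 37C overnight. Compound added (up to 46 uM), plates shifted to 39C for 24 hr. ATPlite added, luminescence read after 20 min at room temperature.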
An asterisk follows results filed as active; ? = inconclusive; & = joins results of further samples; [ ] = remark or other dose. The call rests on the fitted dose curve; in most records, active means well fitted curve in the direction sought with a large enough effect; inconclusive means small, poorly fitted or top-dose-only effect, or another doubt; inactive means no such curve, though single readings can be large; an effect the other way counts as inactive or inconclusive. The list is partial; the hit share may differ from the screen's.

The first five entries (preview)
#	SMILES	GALK inh	NTMT1 inhibitor	B2AR arrestin ag	FH mod
1	CCOC(=O)c1ccc(NC(=O)Cn2cc(C(=O)c3cccs3)c3ccccc32)cc1	3%	-6%	0%	-25%
2	COc1ccc(OC)c(CCNC(=O)c2ccc3c(c2)c(C)c(C)n3Cc2ccccc2)c1	-1%	3%	0%	-25%
3	COc1ccc(-c2noc(CSc3nnc(Cc4ccccc4)n3-c3ccc(F)cc3)n2)cc1	0%	0%	-1%	-31%
4	COc1ccc2c(CNCCc3ccc(SC)cc3)c(C(=O)O)n(Cc3ccc(F)cc3)c2c1	4%	15%	-1%	?
5	Cc1cc2c(cc1S(=O)(=O)Nc1ccc(C(C)C)cc1)OCCN2C	-3%	-3%	0%	-10%

#	p53null 32C kill	TSG101-PTAP inh	p53null 39C kill
1	13%	-3%	-1%
2	5%	9%	29%
3	-3%	-1%	54%[activator]
4	33%[activator]	8%	?
5	-12%	0%	-2%

Main list, previewed entries included:
#	SMILES	GALK inh	NTMT1 inhibitor	B2AR arrestin ag	FH mod
1	CCOC(=O)c1ccc(NC(=O)Cn2cc(C(=O)c3cccs3)c3ccccc32)cc1	3%	-6%	0%	-25%
2	COc1ccc(OC)c(CCNC(=O)c2ccc3c(c2)c(C)c(C)n3Cc2ccccc2)c1	-1%	3%	0%	-25%
3	COc1ccc(-c2noc(CSc3nnc(Cc4ccccc4)n3-c3ccc(F)cc3)n2)cc1	0%	0%	-1%	-31%
4	COc1ccc2c(CNCCc3ccc(SC)cc3)c(C(=O)O)n(Cc3ccc(F)cc3)c2c1	4%	15%	-1%	?
5	Cc1cc2c(cc1S(=O)(=O)Nc1ccc(C(C)C)cc1)OCCN2C	-3%	-3%	0%	-10%
6	CCc1ccc(NC(=O)C2CCN(c3nc(-c4ccc(OC)cc4)no3)CC2)cc1	1%	-4%	0%	9%
7	COc1ccc(-c2nc3sc(CCNC(=O)c4cccc(C(F)(F)F)c4)c(C)n3n2)cc1	2%	0%	-2%	-22%
8	Cc1cccc(N2CCN(C(=O)Cn3ncc4c5ccccc5n(C)c4c3=O)CC2)c1C	8%	3%	-4%	-2%
9	Cc1ccc(Cn2c(CN3CCC(C(=O)NCc4ccccc4C)CC3)cc3ccccc32)cc1	-1%	-15%	-3%	-15%
10	CCc1cccc(C)c1NC(=O)CCCn1nc(C)c2sc3ccccc3c2c1=O	-10%	-6%	-3%	0%
11	CCc1ccc(S(=O)(=O)NCCc2cn3ccsc3n2)cc1	2%	1%	0%	5%
12	COc1ccc(Cn2ccnc2SCC(=O)Nc2ccc(C)cc2C)cc1	1%	-14%	0%	-1%
13	Cc1cccc(NC(=O)c2cc3c(=O)n4cccc(C)c4nc3s2)c1C	0%	6%	0%	7%
14	CCOc1cc(CNC(=O)CSc2n[nH]c(-c3ccccc3)n2)cc(OCC)c1OCC	1%	3%	-1%	-4%
15	CCC(=O)N1CCc2cc(Br)cc(S(=O)(=O)N3CCN(c4ccccc4OC)CC3)c21	7%	10%	1%	-5%

#	p53null 32C kill	TSG101-PTAP inh	p53null 39C kill
1	13%	-3%	-1%
2	5%	9%	29%
3	-3%	-1%	54%[activator]
4	33%[activator]	8%	?
5	-12%	0%	-2%
6	-8%	1%	-14%
7	-19%	0%	18%
8	4%	-1%	-17%
9	10%	2%	0%
10	5%	-4%	24%
11	-8%	-5%	0%
12	-6%	-5%	-4%
13	29%	-2%	-8%
14	-3%	-6%	10%
15	-2%	1%	-5%

Following part
#	SMILES	GALK inh	NTMT1 inhibitor	B2AR arrestin ag	FH mod
16	CCCCNC(=O)CCn1c(=O)c2cccn2c2cccnc21	4%	-2%	-1%	-14%
17	CCCn1c2ccccc2c2cnn(CC(=O)Nc3cc(OC)c(OC)c(OC)c3)c(=O)c21	0%	19%	-1%	-2%
18	Cc1ccc(CNC(=O)c2ccc(CSCc3ccc(Cl)cc3)o2)cc1	5%	3%	3%	?
19	CCOC(=O)c1sc2ccccc2c1S(=O)(=O)N1CCN(c2cccc(C)c2C)CC1	0%	-7%	-1%	-15%
20	CCC1CCCCN1C(=O)CCS(=O)(=O)c1cc2c(cc1C)NC(=O)CO2 (centres undefined)	3%	?	1%	3%
21	Cc1ccc(-c2noc(-c3cccnc3NCc3ccco3)n2)cc1	0%	-2%	-3%	-20%
22	CCCCNC(=O)CSc1nc2n[nH]c(C)c2c(=N)n1-c1cccc(Cl)c1C	1%	-3%	2%	19%
23	Cc1ccc(CN(Cc2ccco2)C(=O)COc2ccc(C)c(C)c2)cc1	0%	-3%	0%	-14%
24	CC1CCCCN1C(=O)CSc1nc2ccccc2nc1Cc1ccc(Cl)cc1 (centres undefined)	?	-7%	0%	-17%
25	COCCCNC(=O)C1CCN(c2nn3cc(-c4ccc(F)cc4)nc3s2)CC1	-2%	1%	-1%	7%
26	Cc1ccc(N(C)C(=O)CN2C(=O)CCc3cc(S(=O)(=O)N4CCOCC4)ccc32)cc1	-1%	-1%	1%	8%
27	COCCNc1oc(-c2ccccc2)nc1S(=O)(=O)c1ccc(Br)cc1	-6%	9%	-1%	-18%
28	O=C(NCC(c1ccco1)S(=O)(=O)c1ccc(Cl)cc1)c1ccc(C(F)(F)F)cc1 (centres undefined)	2%	-14%	-1%	-2%
29	COc1ccc(CC(=O)NCc2ccc3c(c2)CCN3C(C)=O)cc1OC	-2%	-20%	0%	1%
30	COc1ccc(N2CCN(c3c4c(nc5nncn35)CCC4)CC2)cc1	-1%	?	-1%	-6%

#	p53null 32C kill	TSG101-PTAP inh	p53null 39C kill
16	-5%	3%	-6%
17	15%	-4%	3%
18	49%[activator]	-3%	23%
19	5%	-2%	9%
20	6%	-3%	-9%
21	-10%	3%	-15%
22	14%&-9%	1%	-14%&-16%
23	5%	0%	0%
24	39%[activator]	-2%	41%[activator]
25	-3%	-1%	-11%
26	-4%	0%	-4%
27	12%	0%	15%
28	-6%	-6%	30%
29	-1%	0%	0%
30	-4%	1%	-14%

Continuation:
#	SMILES	GALK inh	NTMT1 inhibitor	B2AR arrestin ag	FH mod
31	COc1ccc(NC(=O)c2ccco2)cc1NC(=O)c1cc(Cl)ccc1OC	4%	?	0%	-11%
32	COc1ccc(C(=O)NCC(c2ccc3c(c2)OCO3)N2CCN(C)CC2)cc1OC (centres undefined)	2%	-11%	0%	-38%
33	CCc1ccccc1NC(=O)CN1C(=O)c2cccnc2Sc2ccccc21	0%	1%	0%	-1%
34	O=C(O)CCCCn1c(SCC(=O)Nc2ccccc2C(F)(F)F)nc2ccsc2c1=O	-2%	-5%	9%	1%
35	CC(C)CCOc1ccc(Oc2nc(N(C)C)nc(N(C)C)n2)nn1	2%	1%	-2%	6%
36	CC1CCN(S(=O)(=O)c2ccc3c(c2)N(CC(=O)NCCCOC(C)C)C(=O)CO3)CC1	-2%	14%	1%	-5%
37	Cc1ccc2nc(NC(=O)c3nc(SCc4ccccc4C)ncc3Cl)sc2c1	2%	11%	-1%	0%
38	COc1ccc(-c2[nH]ncc2C(=O)NCc2cccc(F)c2)cc1	6%	-6%	1%	-10%
39	Cc1nn(CC(=O)Nc2ccc(OC(F)(F)F)cc2)c(=O)c2c(C)n(-c3ccc(Cl)cc3)nc12	0%	3%	0%	-17%
40	Cc1ccc2c(=O)cc(C(=O)Nc3ccc(S(=O)(=O)N4CCCCC4)cc3)oc2c1	1%	6%	0%	-8%
41	CC1=C(C(=O)Nc2ccc(C)cc2Cl)C2(CCCCCC2)OC1=O	1%	11%	-1%	-19%
42	COc1cc(OC)cc(C(=O)Nc2ccc(-c3nc4cc(C(C)C)ccc4o3)cc2)c1	2%	8%	0%	-12%
43	COc1ccc(NC(=O)CN(C)S(=O)(=O)c2cnc[nH]2)cc1Cl	7%	-4%	-4%	-6%
44	CCOc1ccccc1C(=O)N1CCc2cc(OC)c(OC)cc2C1COc1ccc(OC)cc1 (centres undefined)	-6%	-1%	1%	-22%
45	CCOC(=O)c1c(NC(=O)c2cc(CC)on2)sc(C(C)=O)c1C	-4%	5%	-1%	6%

#	p53null 32C kill	TSG101-PTAP inh	p53null 39C kill
31	-5%	-4%	-27%
32	-5%	2%	38%[activator]
33	-4%	0%	8%
34	3%	-2%	5%
35	-2%	-6%	-3%
36	-4%	3%	3%
37	11%	2%	0%
38	?	-6%	2%
39	14%	-4%	15%
40	-6%	-4%	5%
41	9%	-1%	-17%
42	11%	1%	-2%
43	-8%	-5%	-18%
44	-6%	-10%	20%
45	5%	1%	6%

(cont.)
#	SMILES	GALK inh	NTMT1 inhibitor	B2AR arrestin ag	FH mod
46	CCCCCCn1c(CNC(=O)c2ccccc2)nc2ccccc21	-4%	5%	-1%	-3%
47	CC(=O)Nc1ccc(NC(=O)c2oc3ccc4c(c3c2C)C(=O)CC(C)(C)O4)cc1	-11%	-18%	2%	-23%
48	COc1ccc(-c2cc3c(=O)n(CC(=O)Nc4ccc(Br)c(C)c4)ccn3n2)cc1OC	-3%	3%	-1%	-10%
49	Cc1cc(C)cc(NC(=O)c2cc(S(=O)(=O)N3CCc4ccccc43)cn2C)c1	-2%	9%	-1%	4%
50	Cc1ccc(-c2noc(-c3ccc(N4CCCCC4)c([N+](=O)[O-])c3)n2)cc1	-12%	3%	-3%	12%
51	Cc1cc(Br)ccc1NC(=O)C(NS(=O)(=O)c1cccs1)c1ccccc1 (centres undefined)	5%	5%	1%	-1%
52	COCCCNC(=O)c1c(NC(=O)Cc2coc3cc(C)ccc23)sc2c1CCCC2	?	?	-1%	?
53	CCC1CN(C(=O)Nc2ccc(Br)cc2F)c2ccccc2S1 (centres undefined)	-5%	10%	0%	-17%
54	Cc1ccccc1Nc1c(-c2ccc(Cl)s2)nc2cccc(C)n12	1%	1%	-2%	-3%
55	O=C(Cn1c(SCCOc2ccc(Cl)cc2)nc2ccccc21)N1CCCCC1	-1%	?	-2%	-24%
56	Cc1cccc(-n2ccnc2SCC(=O)Nc2ccccc2C(F)(F)F)c1	-2%	0%	1%	-2%
57	CSc1ncc(C(=O)NCc2cccc(F)c2)c(-c2ccccc2)n1	4%	10%	0%	7%

#	p53null 32C kill	TSG101-PTAP inh	p53null 39C kill
46	-2%	0%	22%
47	4µM*	-3%	3.2µM*
48	4%	-8%	-6%
49	-3%	2%	?
50	-25%	-4%	-6%
51	10%	0%	-3%
52	-20%	-1%	-12%
53	-10%	0%	-2%
54	2%	0%	4%
55	-9%	-7%	-1%
56	1%	0%	5%
57	-7%	-1%	10%
